# KCNK9 block – blocks the human KCNK9 two-pore domain potassium channel; B-score at 10 µM; AID 488922; actives 1.2% (n = 310,000); Q9NPC2; HEK293 KCNK9, FluxOR thallium flux fluorescence; hits give low values;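 active = ratio B-score over 3 SD below the library mean, with starting fluorescence within 5 SD of its mean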;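 note: negative B-score means less thallium flux so channel inhibition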
# RGS4 pot – potentiators or activators of RGS4; actives 0.92% (n = 310,000); HEK293 M3R/inducible RGS4, carbachol calcium flux Fluo4; hits give low values; B-score at 10 µM;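 active = B-score of the integrated calcium signal more than 4 SD below the library mean, with starting fluorescence not abnormally high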;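 note: negative B-score means reduced calcium response which marks RGS4 activation or potentiation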
#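 test system = M3R-expressing HEK293 line, RGS4 induced by doxycycline | probe or stimulus = carbachol at ECmax as muscarinic agonist stimulus | timing = dye loading 30 min 37 °C, buffer rest 30 min RT | signal = calcium dye Fluo4 fluorescence | evaluation = B score from integrated fluorescence ratio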
# KCNQ1 inh – inhibitors of human KCNQ1 potassium channel; actives 1.3% (n = 310,000); B-score at 10 µM; CHO-K1 KCNQ1, FluxOR thallium flux fluorescence; hits give high values; P51787;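 active = compounds whose thallium flux B-score, printed positive for inhibition, exceeds three library SD while starting fluorescence stays within three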;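 note: channel opened by potassium depolarization with thallium stimulus after 20 min compound exposure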
# MrgX1 PAM – human MrgX1 positive allosteric modulation, primary screen. Q96LB2. B-score at 10 µM. actives 0.63% (n = 310,000). MrgX1-HEK293, Fluo-4 calcium flux, FDSS; hits give high values;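 active = plate-corrected calcium response at least 3 library SD above typical, normal starting fluorescence, not activating the receptor alone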;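 note: compound read alongside a low EC10 to EC30 dose of BAM8-22 agonist; peak minus trough fluorescence over baseline measured at the second addition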
# KCNQ1 pot – potentiators or activators of human KCNQ1 potassium channel. CHO-K1 KCNQ1, thallium flux FluxOR fluorescence; hits give high values. P51787. AID 2648. actives 0.35% (n = 310,000). B-score at 10 µM;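 active = fluorescence ratio B-score, a plate-corrected score, at least three library SD, with initial intensity B-score within 5 SD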
#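 System: Stable KCNQ1 CHO-K1 line | Incubation: 90 min dye loading and 20 min compound exposure, both at room temperature | Measure: Ratio B score | Medium: Assay buffer for compound exposure, DMSO matched across wells | Compound dosing: Single-concentration screen | Probe or stimulus: K+/Tl+ depolarizing stimulus | Measured by: Kinetic FluxOR fluorescence, 10 s baseline plus 110 s post-stimulus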
# MrgX1 ag – human MrgX1 receptor agonism, primary screen; Q96LB2; MrgX1-HEK293 cells, Fluo-4 calcium fluorescence, agonist mode; hits give high values; actives 0.44% (n = 310,000); B-score at 10 µM; AID 588627;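 active = calcium response B-score plate-corrected fluorescence ratio at least 3 library SD, with starting fluorescence B-score inside 5 SD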
#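 Test system: HEK293 cells stably expressing human MrgX1 receptor; amount: 15,000 cells per well; doses: compound delivered in addition one of three; times: overnight plating before 1 h dye loading; detection: Fluo-4 NW calcium-flux fluorescence, kinetic read; read-out basis: B-scored fluorescence response ratio; controls: positive and negative controls per plate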
# RGS4 block – inhibitors of human RGS4; actives 0.45% (n = 310,000); P49798; AID 463165; HEK293 M3R/RGS4 inducible, Fluo-4 calcium flux; hits give high values; triggered by carbachol at its EC20; B-score at 10 µM;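 active = B-score, a plate-corrected calcium signal, over three deviations above library mean, with baseline fluorescence within five deviations of library mean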;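 note: RGS4 expression induced by doxycycline in cells with stable M3 receptor; B-score is computed from the integrated fluorescence ratio over baseline after carbachol; higher B-score means a larger calcium signal and so more RGS4 inhibition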
# KCNK3 block – human KCNK3 channel inhibition, primary screen; B-score at 10 µM; CHO-KCNK3 thallium flux, FluxOR fluorescence; hits give low values; actives 0.84% (n = 340,000); O14649; AID 602410;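 active = B-score under library mean minus 4 SD, starting fluorescence ratio at most library mean plus 5 SD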;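 note: more negative B-score means stronger inhibition of thallium flux through KCNK3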
# TMEM16A inh – blocks the mouse calcium-activated chloride channel TMEM16A; HEK293 TMEM16A/YFP iodide influx fluorescence, ionomycin; normalized B-score (activity score, 25-100; higher = stronger inhibition) at 10 µM; actives 1.2% (n = 310,000);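 active = ratio plate-corrected score three or more library SD toward inhibition, starting fluorescence score within five deviations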;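 note: score derived from kinetic fluorescence span divided by baseline fluorescence per well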
# Target sequence (Q8BHY3 whole entry, looked up): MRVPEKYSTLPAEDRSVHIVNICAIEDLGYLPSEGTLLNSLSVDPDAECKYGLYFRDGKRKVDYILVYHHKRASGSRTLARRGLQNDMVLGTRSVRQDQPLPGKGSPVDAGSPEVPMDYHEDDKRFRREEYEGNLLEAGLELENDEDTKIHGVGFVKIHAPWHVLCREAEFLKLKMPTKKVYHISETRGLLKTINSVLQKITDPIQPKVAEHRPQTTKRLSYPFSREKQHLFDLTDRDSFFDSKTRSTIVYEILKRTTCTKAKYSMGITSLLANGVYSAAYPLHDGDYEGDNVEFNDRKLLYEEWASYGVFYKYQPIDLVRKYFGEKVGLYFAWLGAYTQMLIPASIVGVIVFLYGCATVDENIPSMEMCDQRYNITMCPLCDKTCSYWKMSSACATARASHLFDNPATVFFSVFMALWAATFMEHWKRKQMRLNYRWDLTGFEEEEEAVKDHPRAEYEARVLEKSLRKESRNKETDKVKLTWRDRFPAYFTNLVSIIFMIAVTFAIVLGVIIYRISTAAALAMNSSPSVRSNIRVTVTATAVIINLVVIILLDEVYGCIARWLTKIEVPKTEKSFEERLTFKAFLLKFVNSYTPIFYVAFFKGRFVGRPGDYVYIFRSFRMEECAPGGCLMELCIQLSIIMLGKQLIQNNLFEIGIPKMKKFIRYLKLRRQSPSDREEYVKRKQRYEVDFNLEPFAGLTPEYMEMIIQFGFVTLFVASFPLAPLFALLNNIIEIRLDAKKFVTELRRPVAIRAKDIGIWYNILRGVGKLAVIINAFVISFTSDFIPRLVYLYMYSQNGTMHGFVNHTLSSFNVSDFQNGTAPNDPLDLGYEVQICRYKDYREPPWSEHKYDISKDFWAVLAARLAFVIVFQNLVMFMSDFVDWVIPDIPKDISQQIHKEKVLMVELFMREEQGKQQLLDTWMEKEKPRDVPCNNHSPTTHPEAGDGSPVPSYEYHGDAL
# ANO1 activ – activators or potentiators of mouse TMEM16A chloride channel. B-score at 10 µM. HEK293 TMEM16A/YFP-H148Q/I152L, iodide quench fluorescence; hits give low values. AID 623877. actives 0.3% (n = 340,000);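 active = fluorescence-ratio B-score plate-corrected deviation score at least 3 library SD below zero, with starting fluorescence score within 5 deviations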;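 note: channel opened by trigger with iodide after compound preincubation; score built on the fluorescence ratio of max minus min over baseline; more negative score means more quench and so TMEM16A activation or potentiation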
# hERG protect – shields human hERG channel from block by proarrhythmic agents. Q12809. CHO-hERG, FluxOR thallium flux, dofetilide IC70 present. activation (rescue from dofetilide block), less the hit threshold, % at 10 µM. actives 0.51% (n = 310,000);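 active = activation above the mean of controls blocked by dofetilide plus 5 SD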;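 note: thallium influx through hERG after potassium depolarization seen as dye fluorescence rise; in these data hits start at about 4.7%; inactives centre near -7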
# Active calls of the source: *; i = inactive; . = no result given.
SMILES,KCNK9 block,RGS4 pot,KCNQ1 inh,MrgX1 PAM,KCNQ1 pot,MrgX1 ag,RGS4 block,KCNK3 block,TMEM16A inh,ANO1 activ,hERG protect
Cc1ccc(C(=S)N2CCN(Cc3ccccc3)CC2)s1,i,i,i,i,i,i,i,i,i,i,-2
Cc1nn(C(=O)N2CCOCC2)c(C)c1CN1C(=O)c2ccccc2C1=O,i,i,i,i,i,i,i,i,i,i,-7
CC1CCCN(C(=O)NC2CC(=O)N(c3ccc4c(c3)OCCO4)C2)C1 (configuration not stated),i,i,i,i,i,i,i,i,i,i,-12
COc1cc(Cl)ccc1OCc1cc(C(=O)N(C)C2CCOC2)no1 (configuration not stated),i,i,i,i,i,i,i,i,i,i,-10
COc1ccc(NC(=O)C(=O)Nc2cccc3ccccc23)c(OC)c1,i,i,i,i,i,i,i,i,i,i,-5
COCCNC(=O)C(=O)NCC(c1ccc2c(c1)OCO2)N1CCN(c2ccc(F)cc2)CC1 (configuration not stated),i,i,i,i,i,i,i,i,i,i,-7
N#Cc1c(SCC(=O)Nc2nc3ccc(Br)cc3s2)sc2c(O)cc(=O)[nH]c12,i,i,i,i,i,i,i,i,i,i,-6
CCN(CC)CCOC(=O)C(Cc1cccc2ccccc12)CC1CCCO1 (configuration not stated),i,i,i,i,i,i,i,i,i,i,-10
Cc1ccc2c(CN(C)Cc3cccc(F)c3)cc(=O)oc2c1,i,i,i,i,i,i,i,i,i,i,-10
CCCCC(=O)N1CCCC(C)C1 (configuration not stated),i,i,i,i,i,i,i,i,i,i,-8
Cc1ccc(S(=O)c2ccc(C)cc2)cc1,i,i,i,i,i,i,i,i,i,i,-19
CC(C)=CC(=O)OCC(=O)Nc1ccc(Cl)cn1,i,i,i,i,i,i,i,i,i,i,-9
CN(C)C1=NC[C@H](Cc2ccccc2)N1CCC1CCCC1,.,.,.,i,.,i,.,i,i,i,.
COc1ccccc1C(=O)N1CC(=O)Nc2ccc(C)cc2C1c1ccc(F)cc1 (configuration not stated),i,i,i,i,i,i,i,i,i,i,-16
COc1ccc(OC)c(NC(=O)C2CCN(S(C)(=O)=O)CC2)c1,i,i,i,i,i,i,i,i,i,i,-10
CC1=C(C(=O)NCc2ccccn2)C2(CCC(C)CC2)OC1=O (configuration not stated),i,i,i,i,i,i,i,i,i,i,-6
COc1ccc(S(=O)(=O)N2CCCCCC2)cc1NC(=O)c1ccccc1,i,i,i,i,i,i,i,i,i,i,-6
Oc1c(C=C2N=c3ccccc3=N2)sc(=S)n1-c1ccccc1,i,i,i,i,i,i,i,i,i,i,-8
COCCSc1nnc(NC(=O)C2CCN(C(=O)c3ccco3)CC2)s1,i,i,i,i,i,i,i,i,i,i,-7
CC(=O)Cn1ncc(Br)c(Br)c1=O,i,i,i,.,i,.,i,i,.,i,-28
N=C1S/C(=C\c2ccco2)C(=O)N1c1ccc2c(c1)OCO2,i,i,i,i,i,i,i,i,i,i,-10
COc1ccccc1N1CCN(C(c2cccs2)c2nnnn2C2CCCC2)CC1 (configuration not stated),i,i,i,i,i,i,i,i,i,i,-4
COc1cccc(OCCNC(=O)c2ccc(C)cc2)c1,i,i,i,i,i,i,i,i,i,i,-4
CCS(=O)(=O)NCCNc1ccc([N+](=O)[O-])cc1,i,i,i,i,i,i,i,i,i,i,-4
S=C(Nc1ccccc1)Nc1ccc(OCc2ccccc2)cc1,i,i,i,i,i,i,i,i,i,i,-12
COc1ccc(OC)c(-n2c(-c3ccc(C)cc3)n[nH]c2=S)c1,i,i,i,i,i,i,i,i,i,i,-2
CCCn1nnnc1SCC(=O)N1CCCCC1,i,i,i,i,i,i,i,i,i,i,-5
COc1ccc(C2=CSC3=NNC4(CCCCC4)NN23)cc1,i,i,i,i,i,i,i,i,i,i,-6
O=c1c2ccsc2ncn1Cc1ccccc1F,.,.,.,i,.,i,.,i,i,i,.
O=C(O)c1cccc(NC2=Nc3cccc4cccc2c34)c1,i,i,i,i,i,i,i,i,i,i,-11
COc1ccccc1N(C)S(=O)(=O)c1ccc(C(=O)Nc2nc(C)cs2)cc1,i,i,i,i,i,i,i,i,i,i,-12
CCOC(=O)N1CCN(C(=O)c2noc3c2COc2ccccc2-3)CC1,i,i,i,i,i,i,i,i,i,i,-3
O=C(CSc1nc(-c2ccccc2)cc(=O)[nH]1)Nc1ccccc1F,i,i,i,i,i,i,i,i,i,i,-4
COCCn1c(SCC(=O)Nc2cc(C)on2)nnc1-c1c[nH]c2ccccc12,i,i,i,i,i,i,i,i,i,i,-7
COC(=O)Cn1cnc2sc(C)c(S(=O)(=O)N3CCC(C)CC3)c2c1=O,i,i,i,i,i,i,i,i,i,i,-5
CCCC[C@@H]1C[C@H]1[C@@H](NC(=O)c1ccco1)c1ccc(Cl)cc1,i,i,i,i,i,i,i,i,i,i,-9
COc1cc(CNCCO)cc(Br)c1OCc1ccccc1Cl,i,i,i,i,i,i,i,i,i,i,-17
CS(=O)(=O)Nc1ccc(C2=NN(C(=O)c3ccco3)C(c3cccc(F)c3)C2)cc1 (configuration not stated),i,i,i,i,i,i,i,i,i,i,-6
O=c1c(Cc2c(F)cccc2Cl)c(O)ccn1Cc1ccc(F)cc1,i,i,i,i,i,i,i,i,i,i,-16
CC1CCN(C(=O)Cn2nnc(-c3ccc([N+](=O)[O-])cc3)n2)CC1,i,i,i,i,i,i,i,i,i,i,-8
O=C1CC(=O)C(n2cncn2)C(c2ccc(Cl)cc2)C1 (configuration not stated),i,i,i,i,i,i,i,i,i,i,-8
Cc1c(C(=O)NCCCn2ccnc2)oc2ccccc12,i,i,i,i,i,i,i,i,i,i,-14
CCC(C)c1c(O)nc(SCC(=O)Nc2ccccc2)[nH]c1=O (configuration not stated),i,i,i,i,i,i,i,i,i,i,-15
CC(C)CCN1CC(O)=C(c2nc3ccccc3[nH]2)C1=N,i,i,i,i,i,i,i,i,i,i,-5
CCC1CCCCN1CCCNC(=O)Cn1ncn2nc(-c3ccc(OC)cc3)cc2c1=O (configuration not stated),i,i,i,i,i,i,i,i,i,i,-12
CC(C)(C)C(=O)NNC(=O)c1ccc(Oc2cc(Cl)cc(Cl)c2)o1,i,i,i,i,i,i,i,i,i,i,-4
COC(=O)C1=C(C)NC2=C(C(=O)CCC2)C1c1ccsc1 (configuration not stated),i,i,i,.,i,.,i,.,.,.,0
C/C(=C\c1ccco1)C1Nc2cccc3cccc(c23)N1,i,i,i,i,i,i,i,.,i,.,-9
Cc1ccc(C(=O)NCC(=O)N2CCN(c3ccccc3)CC2)cc1,i,i,i,i,i,i,i,i,i,i,-2
COCCCNC(=O)C1CCC(=O)N(c2ccc3c(c2)OCO3)C1c1ccc(OC)cc1 (configuration not stated),i,i,i,i,i,i,i,i,i,i,-7
CN(C)S(=O)(=O)N1CCN(S(=O)(=O)N2CCOCC2)CC1,i,i,i,i,i,i,i,i,i,i,2
O=C(c1ccco1)N(c1ccccn1)c1ccccn1,i,i,i,i,i,i,i,i,i,i,-13
O=C(NCc1cccs1)C1CCCN1C(=O)Nc1cccc(F)c1 (configuration not stated),i,i,i,i,i,i,i,i,i,i,-7
CCC1CCCCN1CCCNC(=O)CN1C(=O)c2cccnc2Oc2ccc(C)cc21 (configuration not stated),i,i,i,i,i,i,i,i,i,i,-4
Cc1ccc(C(=O)N2CCCC(CCC(=O)N3CCN(c4ccccn4)CC3)C2)cc1 (configuration not stated),i,i,i,i,i,i,i,i,i,i,-8
O=C(Cc1ccc(NC2=NC3CS(=O)(=O)CC3S2)cc1)NCc1ccccc1Cl (configuration not stated),i,i,i,i,i,i,i,i,i,i,-9
Cc1cc(NS(=O)(=O)c2ccc(NC(=O)C(C)Oc3ccc4c(C)cc(=O)oc4c3)cc2)no1 (configuration not stated),i,i,i,i,i,i,i,i,i,i,-9
CCOC(=O)c1ccccc1NC(=O)c1cn(-c2ccc(C)c(C)c2)c(=O)c2ccccc12,i,i,i,i,i,i,i,i,i,i,-25
CC(=O)Nc1cccc(NC(=O)CSc2ccc3nnc(CCNC(=O)c4ccccc4)n3n2)c1,i,i,i,i,i,i,i,i,i,i,-12
COc1cccc(-c2nc(CS(=O)(=O)CC(=O)NC3CCC(C)CC3)c(C)o2)c1 (configuration not stated),i,i,i,i,i,i,i,-10*,i,i,-6

# An excerpt from above in order of SMILES length, falling.
SMILES,KCNK9 block,RGS4 pot,KCNQ1 inh,MrgX1 PAM,KCNQ1 pot,MrgX1 ag,RGS4 block,KCNK3 block,TMEM16A inh,ANO1 activ,hERG protect
COc1cccc(-c2nc(CS(=O)(=O)CC(=O)NC3CCC(C)CC3)c(C)o2)c1 (configuration not stated),i,i,i,i,i,i,i,-10*,i,i,-6
CN(C)S(=O)(=O)N1CCN(S(=O)(=O)N2CCOCC2)CC1,i,i,i,i,i,i,i,i,i,i,2
COC(=O)C1=C(C)NC2=C(C(=O)CCC2)C1c1ccsc1 (configuration not stated),i,i,i,.,i,.,i,.,.,.,0

# Additional records:
SMILES,KCNK9 block,RGS4 pot,KCNQ1 inh,MrgX1 PAM,KCNQ1 pot,MrgX1 ag,RGS4 block,KCNK3 block,TMEM16A inh,ANO1 activ,hERG protect
Cc1cc(C)c(NC(=O)Cc2ccc(-n3cccc3)cc2)c(C)c1,i,i,i,i,i,i,i,i,i,i,-3
O=S(=O)(c1ccccc1F)N1CCN(c2nc3ccccc3s2)CC1,i,i,i,i,i,i,i,i,i,i,-6
CCOc1ccc(NC(=S)NCc2nc3ccccc3[nH]2)cc1,i,i,i,i,i,i,i,i,i,i,-20
O=C(NCCN1CCOCC1)c1cc(-c2ccc(Br)cc2)on1,-12*,i,i,i,i,i,i,i,i,i,-10
CCc1nc2sc3ccccc3c(=O)c2c(=O)n1CCOC,i,i,i,i,i,i,i,i,25*,i,-9
O=C(NCC1(c2ccccc2)CCCC1)c1ccc(Br)o1,i,i,i,i,i,i,i,i,i,i,-8
N#Cc1c(N)n[nH]c1CCCN,i,i,i,i,i,i,i,i,i,i,-14
CC1=C(C(=O)OC(C)C)C(c2cccs2)N2C(=O)C(C)SC2=N1 (configuration not stated),i,i,i,i,i,i,i,i,i,i,-8

# Screening results from PubChem BioAssay.
